ADAM17 inh – ADAM17 inhibition, QFRET primary screen | recombinant ADAM17, EDANS/DABCYL FRET peptide cleavage | 370,000 compounds, 0.83% hits | inhibition, % at 6.95 µM;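 active = inhibition above the mean of compounds lying between control limits plus 3 SD, set per campaign, cut at about 8.5% in these data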;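 also: 0% = DMSO-only wells as the low control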
hgDAF-12 ag – hgDAF-12 agonism, primary luciferase screen. HEK293 GAL4-hgDAF12 UAS-luciferase reporter, agonist luminescence; normalized to butyrate control. activation, % at 6.8 µM. 370,000 compounds, 1.8% hits. AID 687014;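 active = activation above a cutoff set at the mean of all screened compounds plus 3 SD, cut at about 10% in these data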;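 also: 0% = DMSO wells and 100% = sodium butyrate wells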
FXN GAA850 act – frataxin GAA850 promoter activation. HEK293 lucGAA850 FXN promoter luciferase reporter, 24 h; percent of 10 µM SAHA response. activation, % at 6 µM. 360,000 compounds, 0.56% hits. AID 540364;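 active = activation above the average of all compounds screened plus 3 SD, cutoff fixed separately per campaign, cut at about 7.5% in these data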;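 also: 0% = DMSO wells and 100% = 10 µM SAHA wells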
ssDAF12 agonist – activators of S. stercoralis DAF-12 nuclear receptor; activation, % at 6.8 µM; HEK293 ssDAF-12/GRIP1 lit1-tk-luc reporter, luminescence; % of 3 µM dafachronic acid response; 370,000 compounds, 1% hits;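 active = activation above the mean over all tested compounds plus 3 SD, cut at about 0.9% in these data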;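 also: 0% = DMSO-only wells and 100% = 3 µM delta7-dafachronic acid wells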
NPR1 activator – GC-A (human) enzyme activation; AID 1671463; HEK293 GC-A cells, cGMP TR-FRET, EC30 ANP; 0% at EC30 ANP, 100% saturating ANP; 370,000 compounds, 0.14% hits; activation, % at 10 µM; in the data active = activation above about 40%
hcDAF-12 act – activates DAF-12 receptor from parasite H. contortus; 370,000 compounds, 1.4% hits; HEK293 hcDAF-12 lit1-tk-luc reporter, luminescence; 0% DMSO, 100% Δ7-dafachronic acid; activation, % at 6.8 µM;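 active = activation above the mean of all tested compounds plus 3 SD, cut at about 5.5% in these data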;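 also: 100% = response to 3 µM Δ7-dafachronic acid high control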
DAX1 inh-1 – DAX1 (NR0B1) inhibition, primary screen. HEK293T StAR-luciferase reporter, SF-1/DAX-1 repression relief. inhibition, % at 6.8 µM. 370,000 compounds, 1.1% hits. AID 652010;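 active = inhibition above the mean over all tested compounds plus 3 SD, cut at about 3.6% in these data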;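 also: 0% = DAX-1 cells with DMSO and 100% = cells lacking DAX-1 with DMSO; higher inhibition means more luminescence from relief of DAX-1 repression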
DAX1 inh-2 – inhibitors of human orphan nuclear receptor DAX1 (NR0B1); 340,000 compounds, 0.99% hits; AID 504766; HEK293 Gal4-DAX1 luciferase reporter, luminescence; inhibition, % at 6.75 µM;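 active = inhibition above the mean over all tested compounds plus 3 SD, cut at about 4.2% in these data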;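 also: 0% = DAX1-transfected cells with DMSO and 100% = empty-vector control cells with DMSO; inhibition shows as a rise in luminescence from relieved DAX1 repression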
Target sequence (P51843 207-470 limits assumed): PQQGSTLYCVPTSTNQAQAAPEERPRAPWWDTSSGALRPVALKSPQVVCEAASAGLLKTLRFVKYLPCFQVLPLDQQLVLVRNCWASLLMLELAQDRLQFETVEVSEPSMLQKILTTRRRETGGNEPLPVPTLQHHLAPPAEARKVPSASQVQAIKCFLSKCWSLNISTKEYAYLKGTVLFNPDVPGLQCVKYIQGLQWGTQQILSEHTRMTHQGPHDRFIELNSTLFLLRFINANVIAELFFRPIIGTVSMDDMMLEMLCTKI
ADAM10 inh – ADAM10 inhibition, QFRET primary screen; O14672; recombinant ADAM10, EDANS/DABCYL FRET peptide cleavage, 3 h; inhibition, % at 7 µM; 370,000 compounds, 0.62% hits; AID 720582;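 active = inhibition above a per-campaign cutoff equal to the mean of compounds falling between control-based bounds plus 3 SD, cut at about 20% in these data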;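 also: 0% = DMSO wells while the 100% control is not disclosed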
Target sequence (O14672 214-748 limits assumed): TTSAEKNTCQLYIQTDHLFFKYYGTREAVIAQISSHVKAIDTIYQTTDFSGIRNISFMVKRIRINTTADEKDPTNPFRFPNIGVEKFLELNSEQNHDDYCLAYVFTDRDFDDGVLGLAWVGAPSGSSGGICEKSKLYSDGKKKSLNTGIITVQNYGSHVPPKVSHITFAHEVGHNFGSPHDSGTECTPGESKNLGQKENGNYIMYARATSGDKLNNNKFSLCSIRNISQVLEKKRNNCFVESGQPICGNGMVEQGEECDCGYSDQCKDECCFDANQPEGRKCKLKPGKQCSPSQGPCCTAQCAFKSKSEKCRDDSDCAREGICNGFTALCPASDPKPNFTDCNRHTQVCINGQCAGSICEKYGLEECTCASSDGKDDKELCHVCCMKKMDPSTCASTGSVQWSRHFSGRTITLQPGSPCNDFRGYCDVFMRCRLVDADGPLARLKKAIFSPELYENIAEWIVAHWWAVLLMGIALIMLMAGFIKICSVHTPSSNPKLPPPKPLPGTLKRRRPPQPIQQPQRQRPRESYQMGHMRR
SMARCA2 activ – SMARCA2 function activation, primary screen. MG213 cells, MMTV-luciferase reporter, dexamethasone, overnight. activation, % at 9.1 µM. 370,000 compounds, 1% hits. AID 652017; in the data active = activation above about 7.8%;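 also: 0% = vehicle wells and 100% = reference activator wells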
PG9 Ab binder – small molecules binding HIV-1 gp120 antibody PG9; TR-FRET gp120-PG9 antibody binding; inhibition, % at 6.7 µM; 360,000 compounds, 0.43% hits; AID 624416; in the data active = inhibition above about 8.5%
Starred values were filed as active, the others as inactive; . = not tested or not shown.

smiles	ADAM17 inh	hgDAF-12 ag	FXN GAA850 act	ssDAF12 agonist	NPR1 activator	hcDAF-12 act	DAX1 inh-1	DAX1 inh-2	ADAM10 inh	SMARCA2 activ	PG9 Ab binder
C=CCN(CC=C)c1ncnc2[nH]ncc12	0	1.8	-5.9	-1.8	5	-2.1	-1.3	-0.8	-13	-5	0.8
CCOC(=O)c1c(C)[nH]c(C)c1S(=O)(=O)NC1CCN(C(=O)OCC)CC1	0	-0.5	1.2	-0.7	-1	0.3	1.2	0.3	2	0	-1.4
O=C(C[n+]1ccc(/C=N/O)cc1)NC(=O)Nc1ccccc1	-24	0.3	-0.3	-0.9	3	-1.3	-1.6	-0.1	-100	-2	1.5
NC(=Nc1ccc(N)cc1)C(N)=Nc1ccc(N)cc1	-7	-2.3	2.5	-1.5	1	-1.4	-0.5	-1.6	5	-4	-7.5
Cc1cc(/C=C2/C(=O)N(C)C(=S)N2C)c(C)n1C1CC1	-5	1.3	5.0	-1.4	2	-0.4	-0.8	0.2	-5	0	-3.8
CN1CCCN(C(=O)c2cccc(Br)c2)CC1	-3	1.3	-0.6	-1.3	3	-0.3	-0.1	-2.0	-1	-1	-1.0
COCCNc1cc(C)nc2cc(-c3ccc(C)cc3)nn12	-37	-0.5	2.8	-0.8	-5	0.0	-0.5	1.0	-102	2	-0.8
Cc1cccc(Nc2nnc(C)c(=O)n2N)c1	1	2.7	-1.6	-1.8	-1	-0.5	-0.3	0.1	1	-5	-2.6
CC/C(=N\NC(=O)Nc1ccccc1)c1ccccc1	-1	0.8	3.1	-1.0	8	-0.3	-0.1	1.0	-7	1	0.2
COCC(C)NS(=O)(=O)c1ccc(NC(=O)c2ccccn2)cc1 (stereo not given)	3	1.3	-0.6	-1.4	-2	0.7	0.3	-0.7	9	1	-0.3
OCC(O)CSc1nc(-c2ccccc2)nc2c1CCC2 (stereo not given)	-1	-1.7	1.3	-1.8	4	-5.3	-1.3	0.9	-2	1	0.7
O=C(CN1C(=O)c2ccccc2S1(=O)=O)NCCc1ccccc1	-8	3.5	1.9	-0.4	-4	1.7	0.0	0.0	5	-1	-1.9
Cc1nn(CC(=O)NCCN2CCOCC2)c(=O)c2ccccc12	-3	-2.0	-0.2	-0.6	1	0.0	0.2	0.2	5	-1	-0.4
O=C(CSc1nnc(-c2ccccn2)n1Cc1ccccc1)NC1CCCC1	-4	-2.8	1.8	-1.5	2	-1.2	-1.1	0.3	-4	-4	1.9
O=C(CN(Cc1ccccc1)C(=O)CCC(=O)Nc1nccs1)NCC1CCCO1 (stereo not given)	-3	0.7	0.5	-0.6	-2	-1.0	-0.1	0.6	-4	1	0.1
COc1cccc(NC(=O)CS(=O)(=O)Cc2nc(-c3ccc(C)cc3)oc2C)c1	4	-1.3	0.0	-1.3	-14	0.0	-0.4	0.0	7	-5	-0.8
O=S(=O)(Nc1nccs1)c1ccc(NS(=O)(=O)c2cccs2)cc1	4	-0.1	-1.5	-0.9	0	-0.8	0.4	0.4	5	4	-2.9
NS(=O)(=O)c1cccc(NC(=O)CCCC2CCCCC2)c1	2	3.3	1.3	-0.8	3	-0.1	0.1	-0.7	3	1	0.6
CCN(CC)C(=O)CSc1nnc(CCNC(=O)OC(C)(C)C)o1	-4	1.3	-2.7	-1.9	2	0.7	0.7	0.8	2	1	-0.8
CC(=O)c1cc(C)ccc1OC(=O)CCN1C(=O)C2C3c4ccccc4C(c4ccccc43)C2C1=O (stereo not given)	-4	0.4	-2.4	-1.4	-2	-0.5	-0.4	0.3	-1	1	-1.5
C=CCn1c(SCC(=O)NCC(=O)OCC)nnc1-c1cccc(OC)c1	2	2.2	0.8	-1.3	-1	-0.8	-0.8	1.3	11	0	-2.3
COc1ccc(C(C)=O)cc1CSc1ccc(S(=O)(=O)N2CCCCC2)cn1	-4	-1.3	1.9	-0.7	2	-1.5	-0.6	-0.9	5	-3	0.2
O=C(CC1SC(N2CCCCC2)=NC1=O)Nc1cccc(C(=O)NCc2ccccc2)c1 (stereo not given)	2	0.1	-1.0	-1.4	6	0.6	-0.1	-0.6	-8	0	1.3
Cc1noc(C(=O)NCc2cccnc2)c1Cl	-6	9.2	0.3	-0.5	2	2.5	0.1	-0.4	-6	1	1.9
COC(=O)c1ccc2c(c1)NC(=O)c1ccccc1S2	-2	-1.5	0.3	-0.9	2	-1.7	-0.1	-0.3	-1	-3	-1.1
O=C1CN(C(=O)c2cnccn2)c2ccccc2N1	-3	2.6	-1.1	-0.5	-2	2.4	0.3	1.0	-7	-2	0.5
O=C(COC(=O)Cc1ccc(F)cc1)NC1CCCC1	-3	2.7	2.1	-0.6	2	2.4	0.9	-1.1	-10	-2	-0.1
c1ccc2c(c1)ncn2CCCCOc1ccc2c(c1)CCC2	1	-2.7	-0.3	-1.9	3	-2.8	-2.0	-1.4	11	-7	1.0
O=c1cc[nH]c2cc(C(F)(F)F)ccc12	-1	2.1	-1.0	-1.3	0	0.2	0.0	-0.5	4	6	-2.4
CCOC(=O)CC(C#N)c1c[nH]c2ccccc12 (stereo not given)	-4	1.1	0.3	-1.5	-1	-1.7	-0.2	-1.1	-3	1	-0.4
CC/C(=N\Nc1nncc2ccccc12)c1ccc(F)cc1	-4	16*	3.1	0.2	-8	4.2	0.9	-0.5	-3	5	-1.3
Cc1cccc(CCN(C(=O)c2snc(C(N)=O)c2N)C(C(=O)NCC2CCCO2)c2ccc(F)cc2)c1 (stereo not given)	-32	0.9	-2.2	-0.2	-2	1.6	0.1	1.7	-103	0	-4.2
COc1ccc(Cl)cc1NS(=O)(=O)c1cccc(C(=O)NCCCN2CCOCC2)c1	1	2.7	0.5	-0.4	-1	1.5	0.4	2.2	3	-2	-0.9
CCOC(=O)Cn1nc(/C=C/c2ccc(C)cc2)ccc1=O	-47	1.1	2.6	-1.6	6	-0.9	-0.5	-0.8	-156	0	-1.8
COC(=O)c1c(NC(=O)CN(c2ccc(C)c(C)c2)S(C)(=O)=O)sc2c1CCCC2	2	-1.3	-0.9	-1.3	2	0.4	-0.4	0.5	6	-3	0.2
CCOc1cc(C=O)ccc1OCCCN1C(=O)NC(C)(C)C1=O	-2	-3.8	-1.0	-1.2	2	1.0	0.1	-0.8	-12	-3	2.1
CC(OC(=O)CN1C(=O)c2ccccc2C1=O)C(=O)NC1CCCC1 (stereo not given)	-4	1.1	1.2	-0.9	0	0.0	-0.3	3.2	1	0	-0.5
Cn1nc(C(=O)Nc2ccc(S(=O)(=O)N3CCCCC3)cc2)c2ccccc2c1=O	-1	-2.9	-0.9	-1.6	1	-1.8	-0.2	-0.4	-2	-4	-1.0
Cn1c(=O)c2[nH]c(SCc3cccnc3)nc2n(C)c1=S	-3	-1.1	0.3	-1.6	-1	-1.8	-0.2	4.0	3	-2	-1.1
O=[N+]([O-])c1cccc(C(=Nc2ccccc2Cl)NO)c1	1	-0.5	0.0	-0.8	1	0.9	0.0	0.4	7	-1	0.5
CCN(CC)c1ccc(N2C(=O)/C(=C/c3ccccn3)SC2=S)cc1	0	0.8	-0.2	-1.4	-7	-0.1	0.1	0.2	-7	-6	-1.3
COc1ccc(-n2nc(C(=O)N(C)C)nc2-c2ccccc2)cc1	-1	0.7	2.3	-1.6	-4	-2.0	0.1	-2.0	14	2	-2.3
CCCNC(=S)Nc1ccc(CC(=O)OC)cc1	-6	-2.8	-1.0	-1.8	0	-0.1	0.0	-1.0	4	3	1.2
Nc1nnc(SCc2cccc(C(F)(F)F)c2)s1	-1	4.3	5.5	-1.1	-8	-0.9	-0.5	0.0	0	2	-1.0
O=C(C1CCN(S(=O)(=O)c2cccnc2)CC1)N1CCN(c2ccccc2Cl)CC1	-4	-2.2	1.6	-1.0	-11	-1.8	1.2	-0.4	-1	0	-0.1
N#Cc1c2n(c3c(N)ncnc13)CCCCC2	-6	-0.8	3.1	-1.1	2	-0.6	-0.1	3.6	2	-1	0.1
Cc1ccc(C(=O)NC2CCCCN(Cc3ccc(Cl)cc3)C2=O)c(C)c1 (stereo not given)	-3	-0.2	.	-1.3	0	-1.7	0.6	.	-4	-3	.
COc1cc(CNC(C)C23CC4CC(CC(C4)C2)C3)ccc1OCC(=O)NC(C)(C)C (stereo not given)	-6	-3.1	-7.2	-1.2	1	-2.3	-0.3	-2.1	7	-2	0.4
COc1ccc(C(=O)NCCS(=O)(=O)N2CCc3ccccc3C2)cc1	-6	-1.8	1.6	-1.1	1	0.0	1.4	0.2	-9	-1	2.2
O=C(NCCOc1ccccc1Cl)c1cccc2c1C(=O)c1ccc(Cl)cc1S2(=O)=O	1	3.6	1.3	-1.1	11	1.4	0.4	3.7	10	0	0.8
COc1ccc(C2C(C(=O)N3CCN(C)CC3)c3ccccc3C(=O)N2C2CCCCC2)cc1 (stereo not given)	-1	-1.0	-3.5	-1.0	-11	-1.0	-0.4	0.4	1	-6	-0.1
COc1cc(C(=O)OCCCN2CCCN(CCCOC(=O)c3cc(OC)c(OC)c(OC)c3)CC2)cc(OC)c1OC	-5	-1.6	0.2	-1.1	-3	-0.3	0.3	0.8	4	-1	0.0
COc1ccc(C#Cc2ccc3c(c2)[C@H]2[C@H](CCN2S(=O)(=O)c2ccccc2F)[C@H](CO)N3C)cc1	-9	-0.8	.	-0.7	5	-3.2	0.8	.	-21	-5	.
CCN(CC)c1ccc(/C=N/NC(=O)Nc2nonc2N)cc1	-11	3.8	2.8	-0.5	-8	0.9	0.2	-1.3	-38	0	-3.5
COc1ccc(NS(=O)(=O)c2ccc(N/N=C/c3ccc(N4CCOCC4)cc3)c([N+](=O)[O-])c2)cc1	1	1.7	-1.7	-0.8	1	1.1	-0.2	0.2	-5	-3	-2.9
CC1CCCN(CCCNC(=O)CN2C(=O)COc3ccccc32)C1 (stereo not given)	-2	1.3	1.1	-0.9	2	-2.8	0.3	1.1	0	1	-1.2
C/C(=N\NC(=S)NC(C)C)c1ccc2c(c1)OCCO2	-2	0.8	1.8	-1.6	6	-0.7	-0.8	1.1	14	-2	-2.3
S=C(NCc1ccco1)Nc1ccc(Oc2ccc(Cl)cc2)cc1	4	0.2	-0.8	-0.6	6	-1.3	-1.2	-0.8	-4	-4	0.6
CCOc1ccc(-n2c(C)nc3cc(C(=O)NCCN4CCOCC4)ccc32)cc1	-6	0.0	1.1	-0.8	6	-1.9	-0.6	1.5	5	-2	0.6
